SKN-1 block = C. elegans SKN-1 inhibition | AID 624304 | inhibition, % at 21.8 µM | C. elegans VP596 Pgst-4::GFP/RFP ratio, acrylamide-induced, 24 h | 360,000 tested, 0.49% active;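 active means interference check ratio from 0.5 to 1.5 plus GFP to RFP signal ratio inhibition reaching or exceeding a fixed threshold, cut at about 30% in these data, passing the limit was not always enough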; further: some compounds called inactive have numbers as strong as hits
Scp1 inh = Scp-1 (human) phosphatase inhibition; Recombinant Scp1, phosphopeptide, malachite green phosphate absorbance; inhibition, % at 20 µM; 340,000 tested, 0.88% active;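 active means inhibition above about 50% at 20 µM, limit read from the data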;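 further: plate controls were DMSO wells with enzyme for no effect and wells lacking enzyme for full effect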
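Assay system: SCP-1 catalytic fragment, aa 76-261 | Buffer or medium: Tris acetate buffer pH 5.5 with MgCl2 and Tween-20 | Compound: One concentration, 20 µM, with 1.0% DMSO | Also added: Phospho 17-mer peptide substrate | Signal: Absorbance at 630 nm | Incubation: 45 min enzyme reaction at room temperature | Measure: % inhibition of SCP-1 phosphate liberation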
NadD inh = blocks S. aureus nicotinate mononucleotide adenylyltransferase. purified NadD enzyme, colorimetric absorbance read-out. inhibition, % at 20 µM. 360,000 tested, 0.78% active; in the data active means inhibition above about 26%; further: some compounds past the cut are filed as inactive
SUMO1 PPI mod = SUMO1-SIM interaction modulation. inhibition, % at 20 µM. SUMO1 binding to a labelled peptide, TR-FRET, 1 h. AID 602429. P63165. 360,000 tested, 0.33% active; in the data active means inhibition above about 37%
Target sequence (P63165 whole entry, looked up): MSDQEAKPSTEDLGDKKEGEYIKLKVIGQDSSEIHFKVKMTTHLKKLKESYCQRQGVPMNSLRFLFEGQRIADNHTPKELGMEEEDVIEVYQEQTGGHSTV
TbMetRS inhib = Trypanosoma brucei MetRS inhibition | purified T. brucei MetRS, ATP depletion, Kinase-Glo luminescence | 360,000 tested, 0.4% active | inhibition, % at 11.9 µM;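 active means inhibition above a per-plate cutoff of the control wells' mean inhibition plus 3 SD, cut at about 5.5% in these data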;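 further: 0% = DMSO wells median and 100% = median of wells with control inhibitor compound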
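technique = Kinase-Glo luminescence, ATP depletion format | system = purified MetRS (methionyl-tRNA synthetase) enzyme from Trypanosoma brucei | timing = 15 min preincubation, 2 h reaction, all 25 °C | evaluation = percent inhibition versus plate control medians | dosing = single dose, 11.9 µM final nominal, 0.9% final DMSO | also added = substrates ATP, L-methionine and bulk Escherichia coli tRNA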
LMPTP inh = blocks human LMPTP phosphatase. P24666. recombinant LMPTP-A, OMFP fluorogenic substrate, fluorescence intensity. AID 651560. inhibition, % at 20 µM. 360,000 tested, 0.22% active;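 active means compounds that cut the enzyme signal by at least half of the control window in the single-dose screen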;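 further: plate controls were DMSO wells with enzyme plus substrate for no effect and substrate without enzyme for full effect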
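test system = LMPTP-A | amount = 0.625 nM LMPTP-A final | reagent = fluorogenic phosphatase substrate OMFP at 400 µM final | incubation = 50 min at room temperature | benchmarks = no-enzyme low control, uninhibited high control | medium = Bis-Tris pH 6.0, DTT, detergent | signal = fluorescence intensity of OMFP turnover product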
CendR NRP1 mod = modulators of CendR peptide binding to human neuropilin-1. O14786. AID 602438. inhibition, % at 25 µM. 360,000 tested, 0.85% active. FAM-RPARPAR peptide binding to NRP-1, fluorescence polarization;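 active means inhibition or corrected inhibition above about 18%, plus a signal ratio from 0.5 to 1.5, limit read from the data, passing the limit was not always enough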; further: strong numbers were not always called active
Target sequence (O14786 whole entry, looked up): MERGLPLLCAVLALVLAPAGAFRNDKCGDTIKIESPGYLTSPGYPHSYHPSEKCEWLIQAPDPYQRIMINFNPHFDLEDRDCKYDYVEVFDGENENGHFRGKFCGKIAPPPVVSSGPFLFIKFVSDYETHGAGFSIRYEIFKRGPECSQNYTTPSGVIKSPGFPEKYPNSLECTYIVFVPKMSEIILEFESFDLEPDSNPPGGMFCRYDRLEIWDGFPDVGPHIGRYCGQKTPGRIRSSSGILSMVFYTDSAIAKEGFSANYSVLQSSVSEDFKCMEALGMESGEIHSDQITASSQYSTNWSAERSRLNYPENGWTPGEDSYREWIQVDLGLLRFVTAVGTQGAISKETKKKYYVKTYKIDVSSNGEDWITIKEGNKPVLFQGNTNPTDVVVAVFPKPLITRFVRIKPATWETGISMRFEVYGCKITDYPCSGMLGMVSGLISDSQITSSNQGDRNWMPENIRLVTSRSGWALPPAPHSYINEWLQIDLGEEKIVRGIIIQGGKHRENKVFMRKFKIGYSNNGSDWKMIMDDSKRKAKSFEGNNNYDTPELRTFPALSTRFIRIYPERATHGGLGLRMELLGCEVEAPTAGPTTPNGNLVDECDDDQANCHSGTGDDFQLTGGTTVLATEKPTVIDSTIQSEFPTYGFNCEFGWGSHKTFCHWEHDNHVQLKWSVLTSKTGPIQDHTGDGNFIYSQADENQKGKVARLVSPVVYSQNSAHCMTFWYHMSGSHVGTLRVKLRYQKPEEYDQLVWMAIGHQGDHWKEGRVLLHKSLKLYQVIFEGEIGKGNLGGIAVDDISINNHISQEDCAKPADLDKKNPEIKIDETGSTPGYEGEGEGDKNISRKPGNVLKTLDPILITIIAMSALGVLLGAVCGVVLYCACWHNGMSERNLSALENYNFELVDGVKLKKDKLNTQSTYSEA
Neddylation inh = cullin neddylation inhibition | AID 651699 | P61081+Q13564 | 360,000 tested, 0.58% active | calls only at 25 µM | TR-FRET cullin neddylation, biochemical; in the data active means inhibition above about 36%
STEP inh = blocks human striatal-enriched tyrosine phosphatase; inhibition, % at 20 µM; 360,000 tested, 0.25% active; AID 588621; recombinant STEP, OMFP fluorogenic substrate, fluorescence;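 active means inhibition at 20 µM, scaled per plate between control wells, above about 37%, limit read from the data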;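 further: 0% = DMSO with enzyme and substrate and 100% = substrate only without enzyme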
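System: isolated STEP enzyme; schedule: 20 min enzyme reaction at room temperature, protected from light; medium: Bis-Tris buffer pH 6.0, 2.5 mM DTT, 0.005% Tween 20; signal: fluorescence, 480/540 nm; dosing: single compound dose of 20 µM, 1% DMSO final; also added: OMFP substrate, 25 µM final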
DNMT1 inh = DNMT1 (human) enzyme inhibition | P26358 | DNMT1 molecular beacon, Hinp1I cleavage, fluorescence | inhibition (reported as % activation of signal), % at 10 µM | 360,000 tested, 0.83% active; in the data active means inhibition above about 50%
* = called active by the depositor; i = inactive; . = not tested or not shown. Hits appear at their usual frequency (roughly 4.6% active in at least one column).

item	mol	SKN-1 block	Scp1 inh	NadD inh	SUMO1 PPI mod	TbMetRS inhib
1	CSc1nc(N)n2nc(C(C)(C)C)cc2n1	-8.0	-5.1	-8.6	0.0	-0.8
2	O=C(Nc1nnc(SCc2ccc(F)cc2)s1)c1ccco1	-9.5	-5.2	-2.8	2.0	0.3
3	COc1cc(OC)c(C2NC(=O)CCC2[N+](=O)[O-])cc1OC (centres undefined)	6.7	-7.7	-5.6	-2.0	0.1
4	Oc1ccc(Cl)cc1CNC1CCCCC1	-10.1	-2.2	3.0	1.2	-0.4
5	Cc1nc2ccccc2c(=O)n1NC(=O)c1cccnc1Cl	6.8	-3.2	-1.8	0.8	-0.7
6	Cn1nnnc1Sc1ncnc2scc(-c3ccc[nH]3)c12	17.6	-0.2	3.9	10.0	-0.3
7	COc1cc(F)ccc1-c1cc(C(=O)NCc2cccc(Cl)c2)[nH]n1	-0.9	.	-3.0	4.4	-0.1
8	CCCCCCOC(=O)c1ccc(NC(=O)c2cc(OC)c(OC)c(OC)c2Br)cc1	9.9	-13.0	-6.1	-2.1	0.6
9	Cc1ccc(S(=O)(=O)NC2CCCCC2)cc1C(=O)N1CCC(C(N)=O)CC1	9.9	-3.3	-2.5	-1.7	-0.2
10	COc1ccc(Br)cc1CNc1ccccc1	-3.0	3.0	-5.3	0.6	-0.3
11	COc1ccc(NC(=O)CCNC(=O)C2CCN(S(=O)(=O)c3ccccc3)CC2)cc1OC	12.4	.	-9.0	-2.1	-0.2
12	O=C(CCCC(=O)N(c1ccc2c(c1)OCCO2)C(C(=O)NC1CCCCC1)c1ccc(Cl)cc1)Nc1ccccn1 (centres undefined)	3.7	0.4	11.2	-1.3	-0.3
13	CCc1nc2ccc(C(=O)N(CC)CCN(C)C)cn2c1N(C)Cc1cccs1	-8.1	.	-2.0	-0.4	-0.4
14	COc1ccccc1CN(C)C(=O)c1ccc(S(=O)(=O)NCc2ccco2)cc1	4.5	-5.0	2.8	1.1	0.1
15	COc1ccc([N+](=O)[O-])cc1NC(=O)C(C)OC(=O)c1cccnc1 (centres undefined)	4.4	-1.1	9.0	-16.6	-0.3

item	LMPTP inh	CendR NRP1 mod	Neddylation inh	STEP inh	DNMT1 inh
1	-0.1	4.7	i	2.7	0.8
2	-1.2	9.4	i	-3.9	1.1
3	-2.6	8.7	i	0.8	2.1
4	0.6	13.6	i	-3.2	3.3
5	-0.1	-3.6	i	0.4	1.4
6	2.4	-8.5	i	0.7	-2.9
7	1.4	5.5	i	3.2	-0.6
8	4.1	-1.3	i	4.7	-4.8
9	-1.4	4.7	i	0.2	2.6
10	1.7	-1.5	i	-1.4	-0.1
11	-2.8	-16.4	i	3.5	-1.0
12	-0.4	0.1	i	1.0	10.0
13	-1.0	0.3	i	-0.9	2.7
14	-0.6	18.5	i	1.7	1.3
15	-0.5	1.2	i	-0.3	2.2

Other records
item	mol	SKN-1 block	Scp1 inh	NadD inh	SUMO1 PPI mod	TbMetRS inhib
16	CC(C)CCNC(=O)c1cc(S(=O)(=O)N2CCc3ccccc32)cn1C	5.8	-6.5	-4.5	2.0	0.1
17	COc1cc2oc3ccccc3c2cc1N(CC(=O)N(C)C)S(=O)(=O)c1ccccc1	-13.2	-8.1	1.2	13.5	-0.7
18	COc1ccc(/C(N)=N/OC(=O)c2cccc([N+](=O)[O-])c2C)cc1OC	9.7	-8.2	6.0	4.9	0.2
19	Cc1ccccc1S(=O)(=O)NC(=O)C1(C)CCN1C(=O)c1c(C)noc1C (centres undefined)	0.7	.	-3.4	2.6	-0.2
20	O=C(N/N=C/c1ccncc1)c1cc2ccccc2cc1O	7.4	-4.7	-0.5	-19.0	-0.2
21	COc1ccc(N2C(=O)C(C)(C)C2c2c(O)ccc3ccccc23)cc1 (centres undefined)	-0.7	-10.6	-8.0	0.5	-0.1
22	N#CC1(NC(=O)COc2ccc(C(N)=O)cc2)CCCC1	12.1	-10.2	-4.5	0.2	-0.4
23	Cc1cccn2c(=O)c(/C=C(\C#N)S(=O)(=O)c3ccc(Cl)cc3)c(N3CCC(C(N)=O)CC3)nc12	4.7	-6.0	1.0	3.0	0.1
24	CC1CCCN(c2ccc([N+](=O)[O-])cc2C(=O)c2ccccc2)C1 (centres undefined)	1.8	-1.4	1.7	-8.7	-0.8
25	Cc1c(C)c2cc(Cl)c(O)c(CN3CCCC(C)C3)c2oc1=O (centres undefined)	1.6	4.9	0.6	18.0	-0.4
26	Cc1occc1C(=O)NCCc1cccc(Cl)c1	0.6	1.1	0.7	-2.1	-0.6
27	O=C(Nc1cccc(S(=O)(=O)NC2=NCCC2)c1)c1ccccc1F	4.9	-5.2	2.0	2.6	-0.3
28	Cn1c(=O)[nH]c(=O)c2c1nc(N1CCN(Cc3ccccc3)CC1)n2CCSc1ncccn1	-9.6	-3.0	-4.7	0.9	-0.5
29	COc1ccc2c(c1)CCc1c-2n[nH]c1C(=O)NCCC(C)C	-17.0	-4.0	-9.4	2.9	-1.5
30	CC(C)=CCC/C(C)=C/C=N/NC(=O)c1ccccc1[N+](=O)[O-]	7.9	-4.4	-0.7	-13.4	-0.7

item	LMPTP inh	CendR NRP1 mod	Neddylation inh	STEP inh	DNMT1 inh
16	1.4	-9.1	i	-0.5	2.6
17	-0.3	-4.1	i	2.1	-4.6
18	-1.4	-0.9	i	1.7	-0.3
19	-0.5	-3.4	i	-2.4	10.9
20	1.3	0.7	i	3.6	-2.6
21	2.4	9.8	i	-2.6	-5.5
22	-1.3	11.6	i	-1.2	4.2
23	-1.2	-8.5	i	2.9	0.5
24	3.0	-4.3	i	1.4	-3.9
25	-1.0	-1.2	.	-0.1	-2.7
26	-0.9	-11.2	i	-1.4	-4.4
27	-1.3	-4.3	i	-2.7	0.5
28	-3.5	-9.9	i	-1.6	2.7
29	1.2	-0.4	i	1.3	-5.5
30	1.5	10.8	i	6.1	1.6

Continuation:
item	mol	SKN-1 block	Scp1 inh	NadD inh	SUMO1 PPI mod	TbMetRS inhib
31	CSc1cnnc2ccccc12	-14.8	1.1	-0.2	-27.0	-0.3
32	Cc1oc2nc(SCC(=O)Nc3ccc(S(N)(=O)=O)cc3)nc(NC(=O)c3ccccc3)c2c1C	1.1	-4.1	8.9	0.3	-0.1
33	COc1cccc(CCNS(=O)(=O)CCNC(=O)c2cccc(OC)c2)c1	3.1	-5.7	-3.5	2.6	-0.2
34	COCc1ccc(C(=O)OC(C)C(=O)Nc2c(C)n(C)n(-c3ccccc3)c2=O)cc1 (centres undefined)	8.0	-8.6	-4.5	-0.1	0.0
35	O=C(COc1ccc(Br)cc1)N1CCN(c2ncccn2)CC1	-2.5	-6.5	-4.2	-0.4	-0.3
36	CCCCn1nc2cc(C(=O)NCc3ccc(OC)cc3)ccc2c1OCC	24.2	-5.8	-3.6	-11.9	-0.2
37	CCOC(=O)c1c(C)n(C)c2ccc(OC(=O)c3ccc([N+](=O)[O-])cc3)cc12	0.0	-9.8	-0.4	-4.2	0.2
38	COCCCNC(=O)c1cc(OC)c(OC)c(OC)c1	2.1	-12.3	-2.6	2.0	-1.2
39	COc1ccc(C2C(=O)c3ccccc3C2=O)cc1OC	1.2	-15.2	-3.9	-22.1	-1.0
40	CCC(=O)NC(=S)Nc1ccc(NC(=O)c2ccc([N+](=O)[O-])cc2Cl)cc1	0.8	-5.2	-2.4	-15.2	0.6
41	CCOCCCNC(=O)CN1CCN(Cc2ccc(Cl)cc2)C1=O	7.4	-9.0	-0.7	6.9	-1.6
42	CCC(C)N1CCN(C(=O)C2CCN(S(=O)(=O)c3c(C)noc3/C=C/c3ccco3)CC2)CC1 (centres undefined)	-2.8	1.8	-7.5	-21.1	-0.7
43	O=C(O)c1cccc(S(=O)(=O)N2CCCC(c3nc4c(nnn4Cc4ccccc4Cl)c(=O)[nH]3)C2)c1 (centres undefined)	21.1	3.7	-2.6	8.9	0.1
44	CC1CCCCN1CCCNC(=O)c1ccc2c(c1)NC(=O)CN2C (centres undefined)	6.5	.	-7.3	-2.8	-0.3
45	Cc1nn(Cc2cccc(C(=O)Nc3ccn(Cc4ccccc4)n3)c2)c(C)c1[N+](=O)[O-]	4.0	-10.9	-2.9	0.4	-1.9

item	LMPTP inh	CendR NRP1 mod	Neddylation inh	STEP inh	DNMT1 inh
31	2.0	10.7	i	-3.1	-1.5
32	0.6	0.3	i	17.6	-1.4
33	0.1	13.3	i	-0.9	-0.4
34	-0.5	6.3	i	1.3	-1.8
35	-1.0	-2.9	i	4.6	-1.7
36	-0.4	15.6	.	-3.3	1.3
37	-0.4	4.4	i	-3.1	6.8
38	-1.2	9.2	i	-1.8	1.6
39	-0.4	10.3	i	0.2	-3.5
40	-0.9	-8.0	i	-1.9	-1.3
41	-0.3	3.3	i	-2.5	0.5
42	2.4	1.6	i	-5.3	-7.2
43	-0.6	-4.5	i	2.6	0.5
44	3.6	-5.4	i	1.9	0.5
45	-0.5	-5.8	i	-2.0	-7.4

Overlap with the part before: three compounds, followed by the next part.
item	mol	SKN-1 block	Scp1 inh	NadD inh	SUMO1 PPI mod	TbMetRS inhib
43	O=C(O)c1cccc(S(=O)(=O)N2CCCC(c3nc4c(nnn4Cc4ccccc4Cl)c(=O)[nH]3)C2)c1 (centres undefined)	21.1	3.7	-2.6	8.9	0.1
44	CC1CCCCN1CCCNC(=O)c1ccc2c(c1)NC(=O)CN2C (centres undefined)	6.5	.	-7.3	-2.8	-0.3
45	Cc1nn(Cc2cccc(C(=O)Nc3ccn(Cc4ccccc4)n3)c2)c(C)c1[N+](=O)[O-]	4.0	-10.9	-2.9	0.4	-1.9
46	CCCCn1c(-c2cccs2)nc2oc3ccccc3c(=O)c2c1=O	0.8	0.3	8.3	-7.1	-0.3
47	Cc1ccccc1NC(=O)CSc1nnc(-c2ccco2)n1N	-11.5	-3.5	-6.0	5.1	0.3
48	Cn1nccc1C(=O)N1CCCC(Nc2ccc(F)cc2)C1 (centres undefined)	-5.4	5.7	-3.4	2.7	-0.6
49	O=C(COc1ccc(Cl)cc1)Nc1nc(-c2cccs2)cs1	9.4	-14.8	-8.0	-1.0	-0.3

item	LMPTP inh	CendR NRP1 mod	Neddylation inh	STEP inh	DNMT1 inh
43	-0.6	-4.5	i	2.6	0.5
44	3.6	-5.4	i	1.9	0.5
45	-0.5	-5.8	i	-2.0	-7.4
46	0.2	20.0*	i	0.9	1.4
47	0.1	-4.1	i	7.6	-0.9
48	0.4	-1.3	i	-2.1	2.8
49	3.5	-3.4	i	2.7	-4.8
